Source: PubChem BioAssay
CHO-K1 Ca PAM: M1 PAM counterscreen hit in parental CHO-K1 cells. activation, % at 3 µM. 0.02% of 360,000 active. ATP EC20, Fluo-8 calcium fluorescence; 0% at ATP EC20, 100% at ATP max. AID 602247;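 active = activation above the run cutoff, the mean activation of all test compounds plus 3 SD, cut at about 40% in these data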;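 also: peak over basal fluorescence ratio in a 140 s read after ATP addition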
CHRM5 antagonist: CHRM5 antagonism in calcium assay; P08912; CHO-hM5 cells, Fluo-8 calcium fluorescence, ACh EC80; inhibition, % at 3 µM; 0.59% of 360,000 active; AID 624040;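 active = inhibition above a per-plate cutoff, the mean of that plate's test compounds plus 3 SD, cut at about 27% in these data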;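 also: 0% = acetylcholine EC80 with DMSO and 100% = DMSO without agonist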
Target sequence (P08912 whole entry, looked up): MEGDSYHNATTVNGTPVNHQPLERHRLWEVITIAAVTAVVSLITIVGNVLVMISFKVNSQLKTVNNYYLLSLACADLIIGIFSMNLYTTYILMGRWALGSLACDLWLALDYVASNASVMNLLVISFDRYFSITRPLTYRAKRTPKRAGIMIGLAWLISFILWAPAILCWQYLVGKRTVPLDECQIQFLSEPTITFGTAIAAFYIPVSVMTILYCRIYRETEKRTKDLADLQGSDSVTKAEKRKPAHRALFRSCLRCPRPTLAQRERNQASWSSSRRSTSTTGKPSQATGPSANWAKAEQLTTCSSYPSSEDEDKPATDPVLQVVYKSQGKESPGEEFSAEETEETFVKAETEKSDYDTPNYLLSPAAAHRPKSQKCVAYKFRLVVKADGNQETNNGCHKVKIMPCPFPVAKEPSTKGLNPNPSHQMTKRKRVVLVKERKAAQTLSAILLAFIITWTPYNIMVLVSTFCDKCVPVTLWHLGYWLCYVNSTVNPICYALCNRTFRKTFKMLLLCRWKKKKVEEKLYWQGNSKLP
M1 ag parental: counter-screen for M1 agonists: effect in parental CHO-K1 cells; Fluo-8 calcium fluorescence; scaled to maximal ATP response, vehicle zero; activation, % at 3 µM; 0.48% of 360,000 active; in the data active = activation above about 15%;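 also: untransfected CHO-K1 host cells lacking M1 receptor as counterscreen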
CHO-K1 Ca antag: nonselective inhibitor or artifact in parental CHO-K1 cells; AID 602250; ATP-induced calcium, Fluo-8 fluorescence; inhibition, % at 3 µM; 0.6% of 360,000 active;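 active = inhibition above a per-plate cutoff, the plate's mean sample inhibition plus 3 SD, cut at about 24% in these data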;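 also: 0% = DMSO plus EC80 ATP and 100% = DMSO alone without ATP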
CHRM5 agonist: agonists of human muscarinic M5 receptor (CHRM5); AID 624037; P08912; activation, % at 3 µM; CHO-K1 hM5 cells, Fluo-8 calcium fluorescence; 0% DMSO wells, 100% maximal acetylcholine response; 0.19% of 360,000 active;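 active = activation above the run's mean over test compounds plus 3 SD, cut at about 23% in these data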;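 also: signal is peak over basal fluorescence ratio across the kinetic read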
M4 ag: CHRM4 agonism in calcium assay. CHO-K1 hM4/Gqi5, Fluo-8 calcium fluorescence; vehicle 0%, full acetylcholine response 100%. 0.14% of 360,000 active. activation, % at 3 µM;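 active = activation above the run mean over all test wells plus 3 SD, cut at about 32% in these data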;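 also: peak over basal fluorescence ratio per well then scaled between controls; 0% = DMSO wells and 100% = acetylcholine at EC100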
Target sequence (P08173 whole entry, looked up): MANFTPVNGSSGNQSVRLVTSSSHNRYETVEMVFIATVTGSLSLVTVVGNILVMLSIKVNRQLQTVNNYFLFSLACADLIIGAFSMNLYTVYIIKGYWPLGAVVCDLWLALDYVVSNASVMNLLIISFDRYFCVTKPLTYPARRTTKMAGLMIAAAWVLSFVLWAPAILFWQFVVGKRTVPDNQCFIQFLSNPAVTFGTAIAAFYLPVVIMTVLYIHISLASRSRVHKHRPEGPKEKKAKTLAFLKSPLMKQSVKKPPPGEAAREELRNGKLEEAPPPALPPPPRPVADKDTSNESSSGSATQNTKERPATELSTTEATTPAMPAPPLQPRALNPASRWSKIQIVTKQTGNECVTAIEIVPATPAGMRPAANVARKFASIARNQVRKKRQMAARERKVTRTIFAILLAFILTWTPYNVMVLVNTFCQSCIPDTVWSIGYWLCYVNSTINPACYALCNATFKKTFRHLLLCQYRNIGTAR
M4 PAM: potentiates acetylcholine response at human M4 receptor; AID 624126; CHO-K1 hM4/Gqi5, Fluo-8 calcium fluorescence, ACh EC20; 0% = ACh EC20, 100% = maximal ACh; 0.4% of 360,000 active; activation, % at 3 µM;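 active = activation above its plate's cutoff, the mean activation of sample wells plus 3 SD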; also: some results filed as inactive read as strong as hits
CHRM5 PAM: positive allosteric modulators of human muscarinic M5 receptor; P08912; CHO-K1 hM5, Fluo-8 calcium, ACh EC20 PAM; 0% = ACh EC20, 100% = ACh EC100; activation, % at 3 µM; 0.3% of 360,000 active;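 active = activation above the run cutoff, the mean activation of all test compounds plus 3 SD, cut at about 18% in these data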
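Replicates: One well per compound, no replicates | System: Human M5 receptor in CHO-K1 cells | Benchmarks: Low control EC20 acetylcholine (0%), high control EC100 acetylcholine (100%) | Probe or stimulus: Acetylcholine, EC20 level | Times: Fluo-8 loading 80 min at 37 °C plus 30 min room temperature | Signal: Intracellular calcium via Fluo-8 fluorescence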
CHRM4 antagonist: blocks acetylcholine activation of human M4 receptor; P08173; CHO-hM4 cells, ACh EC80, Fluo-8 calcium fluorescence; inhibition, % at 3 µM; 0.73% of 360,000 active;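 active = inhibition above its plate's cutoff, the mean inhibition of sample wells plus 3 SD, cut at about 27% in these data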;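 also: 0% = acetylcholine EC80 with DMSO and 100% = DMSO without agonist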
Active calls of the source: *. Random draw from the library, and some 2.7% of all compounds hit somewhere here.

SMILES	CHO-K1 Ca PAM	CHRM5 antagonist	M1 ag parental	CHO-K1 Ca antag	CHRM5 agonist	M4 ag	M4 PAM	CHRM5 PAM	CHRM4 antagonist
OCCNc1ncnc2c1ncn2[C@H]1CN(C2CCCC2)C[C@@H](CO)O1	9	20	-0.2	-2	0	0	0	-8	15
O=C(c1cc2nc(-c3ccco3)cc(C(F)(F)F)n2n1)N1CCN(Cc2ccccc2)CC1	23	-8	2.8	-28	2	9	-1	1	-1
O=C(NCCc1ccccc1)c1cc(-c2ccccc2)c(N2CCOCC2)s1	1	-5	-0.2	-13	-3	1	1	-2	-4
CCC(C)(C)NC(=O)C(c1ccc(OC)cc1)N(C(=O)CCC(=O)Nc1cc(C)on1)c1cc(OC)ccc1OC (stereo unspecified)	8	4	-0.2	-4	1	0	7	5	-7
Cn1c(N)c(N=O)c(=O)n(C)c1=S	7	7	0.8	-7	3	0	-1	7	1
CCOc1ccccc1NC(=O)c1cc2ccccc2o1	15	-5	0.7	-12	0	-2	-5	-4	-9
COc1ccc(NC(=O)C2CCN(S(C)(=O)=O)CC2)c(OC)c1	2	-1	5.5	5	0	0	1	-4	-1
CCOC(=O)c1cn(-c2ccc(F)c(F)c2F)c2c(F)c(F)c(F)cc2c1=O	28	-9	1.0	-16	0	0	11	3	-17
Cc1cc(NC(=O)c2ccc(NC(=O)C(C)Oc3ccccc3)cc2)no1 (stereo unspecified)	-2	-8	6.2	-13	2	8	-1	0	-23
COc1cc(NC(=O)Cn2cnc(C(=O)Nc3ccc(C)c(C)c3)n2)cc(OC)c1OC	20	7	0.8	-21	-1	0	8	-1	-4
CSCC(C)N1CCC(CO)(CCCc2ccccc2)CC1 (stereo unspecified)	-3	5	1.5	1	-5	2	-1	11	-7
Cc1ccnc(SCc2cc(=O)c(OC(=O)c3ccc(Br)o3)co2)n1	-10	17	0.2	3	0	0	3	34*	9
O=C(CCS(=O)(=O)Cc1ccccc1)N1CCN(c2ccccc2)CC1	14	-3	0.8	0	3	1	5	2	6
COc1ccc(/C=C/C(=O)OC(C)CN2CCOCC2)cc1 (stereo unspecified)	3	11	0.9	2	1	1	-10	1	6
COc1ccc(N2CCN(C(=O)[C@H](C)N3C(=O)C4CC=CCC4C3=O)CC2)cc1 (stereo partly specified)	-9	0	0.6	-10	2	2	-2	6	0
Cc1ccc(S(=O)(=O)CC(=O)NCc2ccccc2)cc1	4	-4	1.6	-2	-4	1	-6	-3	0
Cc1c(C(=O)NCc2ccccc2)oc2c1C(=O)CCC2	14	-1	-0.1	-2	-3	0	7	-1	4
NC(=O)Cc1nc(-c2ccc(F)cc2)cs1	9	-11	0.9	-11	7	1	-4	5	5
COc1ccc(CNC(=O)c2cccc3c(-c4cccnc4)coc23)cc1OC	-8	35*	15*	28*	9	21	-8	-18	14
Cc1ccc(/C=N/NC(=O)c2cc(-c3ccc(C)o3)[nH]n2)cc1	-5	3	-0.1	-6	-2	2	0	2	2

Arranged by number of heavy atoms (descending): some entries from above
SMILES	CHO-K1 Ca PAM	CHRM5 antagonist	M1 ag parental	CHO-K1 Ca antag	CHRM5 agonist	M4 ag	M4 PAM	CHRM5 PAM	CHRM4 antagonist
CCC(C)(C)NC(=O)C(c1ccc(OC)cc1)N(C(=O)CCC(=O)Nc1cc(C)on1)c1cc(OC)ccc1OC (stereo unspecified)	8	4	-0.2	-4	1	0	7	5	-7
Cc1cc(NC(=O)c2ccc(NC(=O)C(C)Oc3ccccc3)cc2)no1 (stereo unspecified)	-2	-8	6.2	-13	2	8	-1	0	-23
CCOc1ccccc1NC(=O)c1cc2ccccc2o1	15	-5	0.7	-12	0	-2	-5	-4	-9

(next part)
SMILES	CHO-K1 Ca PAM	CHRM5 antagonist	M1 ag parental	CHO-K1 Ca antag	CHRM5 agonist	M4 ag	M4 PAM	CHRM5 PAM	CHRM4 antagonist
S=c1sc2c(N3CCN(Cc4ccccc4)CC3)ncnc2n1-c1ccccc1	6	4	0.1	1	-5	1	-2	0	-5
COc1cccc(/C=N\NC(=O)c2cc(OCC(F)(F)F)ccc2OCC(F)(F)F)c1	22	-2	0.1	-12	-4	-1	10	2	0
O=C(NCc1ccc(F)cc1)C1CCN(C(=O)NCc2ccccc2)CC1	12	-2	0.9	-2	-1	0	8	0	6
O=C(Nc1cccc(S(=O)(=O)NC2=NCCCCC2)c1)c1cc(-c2ccc(Cl)cc2)nc2ccccc12	13	0	3.5	3	-2	3	-3	-4	-1
CC(C)C[C@H]1CNC(=S)N1C[C@H]1CCCN1C[C@H](Cc1ccc(O)cc1)N1C[C@H](Cc2ccc(O)cc2)N(CC2CCCCC2)C1=S	4	13	0.6	17	-2	4	16	-8	3
Cc1oc(CSCC2CCCO2)cc1C(=O)O (stereo unspecified)	-1	-4	0.1	-1	-2	1	3	-2	0
COc1cc(OC)c(-c2nc3cnccc3n2C)cc1OC	-3	4	0.2	2	1	0	0	3	-3
Cc1cc(C)cc(OC(=O)CN2C(=O)c3ccccc3C2=O)c1	-11	1	0.0	7	-1	-1	5	2	0
C=CCSc1nnc(CNC(=O)c2ccccc2C)n1C(C)C	11	3	-0.2	-2	-3	0	10	0	-11
O=C(Nc1ccc(N2CCN(C(=O)c3ccco3)CC2)cc1)c1ccco1	2	10	0.4	-7	-1	2	4	0	2
CCOCCCNC(=O)c1ccc2c(c1)OCO2	6	0	0.4	0	-2	0	14	6	-2
COc1ccc(-n2nc(C(=O)NCC(=O)N3CCOCC3)c3ccccc3c2=O)cc1Cl	-4	2	3.6	-7	5	8	-2	-7	-4
Cc1c(NC(=O)CSc2cccc3cccnc23)c(=O)n(-c2ccccc2)n1C	19	4	0.5	0	-2	1	11	2	1
Nc1nc(Cl)cc(-c2ccccc2)n1	2	2	0.0	-1	-1	1	-1	0	-3
O=C(C1=NNCC1c1ccccc1)C1CO1 (stereo unspecified)	-2	-7	0.3	-2	1	1	0	5	-1
O=C(O)/C(=C\c1cccs1)c1ccc(F)cc1	16	-5	1.2	-12	0	0	-7	1	2
CC1(C(=O)NS(=O)(=O)c2cccc(F)c2)CCN1C(=O)C1(c2ccc(Cl)cc2)CCC1 (stereo unspecified)	12	-1	0.3	-13	0	0	0	-2	-5
O=C(Nc1ccccc1)c1nc[nH]c1C(=O)N1CCN(c2ccccc2)CC1	-11	13	-0.1	-14	-2	0	-1	1	-4
Cc1ccc(/C=N/NC(=O)c2cccc(S(=O)(=O)N3CCOCC3)c2)o1	11	-1	0.8	-15	2	1	-3	2	0
CCNc1nc(NCC)nc(N/N=C(\C)c2ccc(OC)cc2)n1	6	-4	1.8	-11	-3	3	3	1	-1

In another format: results already given
CC1(C(=O)NS(=O)(=O)c2cccc(F)c2)CCN1C(=O)C1(c2ccc(Cl)cc2)CCC1 (stereo unspecified)
  CHO-K1 Ca PAM: 12	CHRM5 antagonist: -1	M1 ag parental: 0.3	CHO-K1 Ca antag: -13	CHRM5 agonist: 0	M4 ag: 0	M4 PAM: 0	CHRM5 PAM: -2	CHRM4 antagonist: -5
O=C(O)/C(=C\c1cccs1)c1ccc(F)cc1
  CHO-K1 Ca PAM: 16	CHRM5 antagonist: -5	M1 ag parental: 1.2	CHO-K1 Ca antag: -12	CHRM5 agonist: 0	M4 ag: 0	M4 PAM: -7	CHRM5 PAM: 1	CHRM4 antagonist: 2
CCOCCCNC(=O)c1ccc2c(c1)OCO2
  CHO-K1 Ca PAM: 6	CHRM5 antagonist: 0	M1 ag parental: 0.4	CHO-K1 Ca antag: 0	CHRM5 agonist: -2	M4 ag: 0	M4 PAM: 14	CHRM5 PAM: 6	CHRM4 antagonist: -2
O=C(C1=NNCC1c1ccccc1)C1CO1 (stereo unspecified)
  CHO-K1 Ca PAM: -2	CHRM5 antagonist: -7	M1 ag parental: 0.3	CHO-K1 Ca antag: -2	CHRM5 agonist: 1	M4 ag: 1	M4 PAM: 0	CHRM5 PAM: 5	CHRM4 antagonist: -1

(cont.)
SMILES	CHO-K1 Ca PAM	CHRM5 antagonist	M1 ag parental	CHO-K1 Ca antag	CHRM5 agonist	M4 ag	M4 PAM	CHRM5 PAM	CHRM4 antagonist
Cc1cccn2cc(-c3cc4ccccc4oc3=O)nc12	-2	1	0.2	-8	0	1	-1	-3	2
C=CCNC(=O)CSc1ccc(Cl)cc1	23	-5	0.6	-10	-6	0	0	4	-3
O=C(CSc1nc2ncc(Cl)cc2[nH]1)c1ccc2c(c1)OCO2	12	-7	0.7	-1	-4	0	-5	2	-5
COCc1ccc(C(=O)NC2CCSc3ccccc32)cc1 (stereo unspecified)	2	-2	0.4	-20	-5	0	-3	4	4
CCc1nnc(NC(=O)c2ccc3nc(CC)c(CC)nc3c2)s1	9	5	1.1	-7	0	0	-11	-3	9
CCNc1nc(Oc2ccc(=O)n(C)n2)nc(N2CCOCC2)n1	23	-3	4.6	-2	-1	0	4	0	9
CCN(CC)S(=O)(=O)c1ccc(-c2nnc3sc4cccc(C)c4n23)cc1	-9	6	1.8	13	1	7	-4	-8	-7
Cc1ccc(N2CC(C(=O)Nc3ccc(S(=O)(=O)N4CCOCC4)cc3)CC2=O)cc1Cl (stereo unspecified)	-6	0	1.3	-3	-1	1	3	1	-5
CCNC(=O)C1CCCN(C(=O)c2ccccc2OC(F)(F)F)CC1 (stereo unspecified)	21	-4	0.1	-12	0	0	2	3	1
COC(=O)[C@@]1(Cc2ccccc2)[C@H]2C(=O)N(C)C(=O)[C@H]2[C@H]2CN(C)C(=NCc3ccccc3)N21	18	1	0.7	-7	1	0	3	-3	-14
Nc1[nH]ncc1C(=O)Nc1cccc(C(F)(F)F)c1	13	-9	0.3	-4	0	1	-2	4	-5
O=C(COc1coc(CN2CCN(c3ccccc3F)CC2)cc1=O)NCC1CCCO1 (stereo unspecified)	3	9	1.0	-2	0	0	4	-3	-7
CCc1ccc(N2CC(C(=O)Nc3ccc(C)c(S(=O)(=O)N4CCOCC4)c3)CC2=O)cc1 (stereo unspecified)	13	0	0.2	6	-4	0	6	-2	1
Nc1nc(N)nc(-c2ccccc2)n1	-19	2	-0.1	-4	1	1	11	1	1
Cc1c(-c2nc(N)nc(Nc3ccc(F)cc3)n2)oc2ccccc12	25	-2	0.5	-13	9	2	11	2	-5
COc1ccc(C)cc1NC(=O)CSc1nnnn1C1CCCC1	-20	9	1.3	-13	-2	2	7	2	-7
CCNC(=S)Nc1ccc(OC(F)(F)F)cc1	8	9	5.6	-6	2	5	-2	-2	-4
COc1cc(NC(C)=O)ccc1-c1cc2ccccc2oc1=O	2	-4	1.0	-9	-2	1	-7	-8	-3
CC1CN(Cc2cc(=O)n3ccsc3n2)CC(C)O1 (stereo unspecified)	13	4	0.1	-9	0	0	-1	6	0
COc1ccc(C2(C(=O)Nc3nncs3)CCCC2)cc1	6	-12	0.5	-12	-2	1	0	0	-11
